# Compound activity as filed in PubChem BioAssay.
# GLS inhibitor: inhibitors of human glutaminase (GLS); O94925; GLS enzymatic activity, qHTS titration; Potency, µM (top dose mostly 45.5 µM), for the others: at the top dose activity change, negative = inhibition, most hits filed as inhibitors; 410,000 compounds, 0.21% hits; AID 624170; active = well fitted inhibition curve with a large enough effect
# Target sequence (O94925 whole entry, looked up): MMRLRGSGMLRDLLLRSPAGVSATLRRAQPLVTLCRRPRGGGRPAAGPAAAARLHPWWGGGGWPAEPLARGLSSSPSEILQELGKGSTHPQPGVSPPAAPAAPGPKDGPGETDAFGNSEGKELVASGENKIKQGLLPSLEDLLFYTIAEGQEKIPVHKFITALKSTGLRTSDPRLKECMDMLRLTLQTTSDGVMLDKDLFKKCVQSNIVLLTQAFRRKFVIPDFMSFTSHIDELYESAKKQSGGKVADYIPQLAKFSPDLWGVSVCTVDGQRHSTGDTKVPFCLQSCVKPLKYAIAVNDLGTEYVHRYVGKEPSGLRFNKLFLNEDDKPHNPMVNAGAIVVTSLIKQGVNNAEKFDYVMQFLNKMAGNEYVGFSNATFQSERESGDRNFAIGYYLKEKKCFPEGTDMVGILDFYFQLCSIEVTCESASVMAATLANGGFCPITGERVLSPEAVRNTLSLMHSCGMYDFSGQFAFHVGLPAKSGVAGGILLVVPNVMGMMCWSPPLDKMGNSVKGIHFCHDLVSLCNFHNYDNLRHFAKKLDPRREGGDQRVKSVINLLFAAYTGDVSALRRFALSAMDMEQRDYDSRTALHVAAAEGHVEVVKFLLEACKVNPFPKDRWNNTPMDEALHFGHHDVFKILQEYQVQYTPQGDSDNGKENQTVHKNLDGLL
#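 Two-point fluorescence kinetic (t0, 30 min RT) for hKGA; glutamate detected via glutamate oxidase–HRP–Amplex Red. Substrate: 1 mM L-glutamine solution; buffer 45 mM KH2PO4, pH 8.2.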
# Active calls of the source: *; & = joins results of further samples. % is scaled to controls: 0 for no effect and ±100 for the full control effect; potency is read from the fitted curve at half-maximal effect. A portion of the library; the hit share may differ from the screen's.
No.	GLS inhibitor	SMILES
1	-1%	OC(c1cccc(F)c1)c1ncc(-c2ccc(C(F)(F)F)cc2)[nH]1 (configuration not stated)
2	8%	CC1(c2nnnn2Cc2ccccc2)CCC(=O)N1c1ccc(N2CCOCC2)cc1 (configuration not stated)
3	3%	CNc1ncnc2c1ncn2[C@H]1CN(CCN2CCOCC2)C[C@@H](CO)O1
4	0%	COCCNC(=O)C1(C)CCCN(CCS(=O)(=O)c2ccc(C)cc2)C1 (configuration not stated)
5	-8%	Cc1ccc2nc(C(C)(C)C)c(Cc3cccc(F)c3)n2c1
6	-5%	c1ccc(-c2nc3c4ccccc4ccn3c2Cc2ccsc2)cc1
7	-22%	Cc1nc(NC(=O)C(C)(C)C)sc1C(=O)Cn1cc(-c2ccc(C(C)(C)C)cc2)nn1
8	2%	Cc1ccccc1-c1cc2nc(NCCOc3ccccc3Cl)n(C)c(=O)c2s1
9	-6%	O=C1O[C@@H](c2ccccc2)C[C@@H](O)[C@H](O)CCCc2ccccc21
10	2%	CC1(C(=O)N2CCCCC2)CCN1C(=O)c1ccccc1CCc1ccccc1 (configuration not stated)
11	0%	O=C(NC1CCCC1)C1c2ccccc2OCC(=O)N1Cc1cccnc1 (configuration not stated)
12	1%	CCCNC(=O)C1(C)CCCN(C(=O)c2cccc(C#N)c2)C1 (configuration not stated)
13	1%	CC(C)(C)c1ccc(S(=O)(=O)NC(=O)C2(C)CCN2C(=O)Cc2cccs2)cc1 (configuration not stated)
14	10%	Cc1nc(C(F)(F)F)ccc1C(=O)N1CCC1(C)C(=O)NS(=O)(=O)c1cccc(Cl)c1 (configuration not stated)
15	3%	CC(=O)Nc1cccc(-c2ccnc3c2CC(C)(C(=O)Nc2ccc(Cl)cc2)O3)c1 (configuration not stated)
16	-3%	CC1(C(=O)NS(=O)(=O)C2CC2)CCN(C(=O)COc2ccc(Cl)cc2Cl)C1 (configuration not stated)
17	-17%	OC[C@@H]1CN(Cc2ccc(-c3ccccc3)cc2)C[C@H](n2cnc3c(Nc4ccccc4)ncnc32)O1
18	-5%	COc1cccc(-c2cnc(C(O)c3cccc(CN4CCCCC4)c3)[nH]2)c1 (configuration not stated)
19	17%	Cc1ccc(C(=O)Nc2c(-c3ccc(Cl)cc3)[nH][nH]c2=O)cc1
20	1%	O=C(Nc1cc(C(F)(F)F)cc(C(F)(F)F)c1)O[C@@H]1c2ccccc2[C@@H]2Cc3csc[n+]3[C@H]12
21	-1%	CCOC(=O)C1CCCN(C(=O)c2cccnc2Oc2ccccc2)CC1 (configuration not stated)
22	-6%	Cc1cn([C@H]2C[C@H](O)[C@@H](CCC(=O)NCCCc3ccccc3)O2)c(=O)[nH]c1=O
23	-10%	CC1(C(=O)NS(=O)(=O)c2cccc(Cl)c2)CCN1C(=O)C1CC1 (configuration not stated)
24	7%	COc1ccc(-c2nc3ccc(C)cn3c2Cc2cccc(F)c2)cc1OC
25	3%	COc1ccc(S(=O)(=O)NC(=O)C2(C)CCN2C(=O)C2(c3ccccc3)CC2)cc1 (configuration not stated)

# Gathered by group: those above containing sulfur
No.	GLS inhibitor	SMILES
4	0%	COCCNC(=O)C1(C)CCCN(CCS(=O)(=O)c2ccc(C)cc2)C1 (configuration not stated)
6	-5%	c1ccc(-c2nc3c4ccccc4ccn3c2Cc2ccsc2)cc1
7	-22%	Cc1nc(NC(=O)C(C)(C)C)sc1C(=O)Cn1cc(-c2ccc(C(C)(C)C)cc2)nn1
8	2%	Cc1ccccc1-c1cc2nc(NCCOc3ccccc3Cl)n(C)c(=O)c2s1
13	1%	CC(C)(C)c1ccc(S(=O)(=O)NC(=O)C2(C)CCN2C(=O)Cc2cccs2)cc1 (configuration not stated)
14	10%	Cc1nc(C(F)(F)F)ccc1C(=O)N1CCC1(C)C(=O)NS(=O)(=O)c1cccc(Cl)c1 (configuration not stated)
16	-3%	CC1(C(=O)NS(=O)(=O)C2CC2)CCN(C(=O)COc2ccc(Cl)cc2Cl)C1 (configuration not stated)
20	1%	O=C(Nc1cc(C(F)(F)F)cc(C(F)(F)F)c1)O[C@@H]1c2ccccc2[C@@H]2Cc3csc[n+]3[C@H]12
23	-10%	CC1(C(=O)NS(=O)(=O)c2cccc(Cl)c2)CCN1C(=O)C1CC1 (configuration not stated)
25	3%	COc1ccc(S(=O)(=O)NC(=O)C2(C)CCN2C(=O)C2(c3ccccc3)CC2)cc1 (configuration not stated)

# Next entries.
No.	GLS inhibitor	SMILES
26	-9%	CC(=O)N1CCCC(C)(C(=O)N(C)Cc2cccc3ccccc23)C1 (configuration not stated)
27	9%	O=c1[nH][nH]c2c1[C@H](c1ccc(F)cc1)O[C@H](CCc1ccccc1)C2
28	-1%	CCCC(=O)N1CCC1(C)C(=O)Nc1ccc(OC(F)F)cc1 (configuration not stated)
29	0%	CNc1cccc(-c2cccc(C(=O)N3CCOCC3)c2)n1
30	-1%	O=C(NCc1ccccc1)C1c2ccccc2OCC(=O)N1Cc1cccnc1 (configuration not stated)
31	5%	CCCCN(C=O)c1c(CC)nc2c(OCc3cc(Cl)cc(Cl)c3)cccn12
32	-7%	Cc1nccn1-c1ccc(NC(=O)[C@H]2O[C@@H](n3cnc4c(N)ncnc43)[C@H](O)[C@@H]2O)cc1
33	-9%	CCOC(=O)[C@]12CCC=C1N(Cc1ccco1)C(=O)[C@H](CC(=O)NCc1cccc3ccccc13)C2
34	-4%	C(=C\c1ccccc1)/CN1CCN(C(c2cccc3ccccc23)c2nnnn2-c2ccc3c(c2)OCCO3)CC1 (configuration not stated)
35	-2%	CN(CCO)c1ccc2c(c1)OC[C@@H](Cc1ccccc1)NS2(=O)=O
36	-8%	CC1(C(=O)NCc2ccc3c(c2)OCO3)CCN1C(=O)Cc1ccc(Cl)cc1Cl (configuration not stated)
37	1%	CCCCn1nnnc1C1(C)CCC(=O)N1Cc1cc(OC)ccc1OC (configuration not stated)
38	-9%	CCNC(=O)C1(C)CCN(Cc2ccc(C(=O)OCC)o2)C1 (configuration not stated)
39	13%	O=C(Nc1ccc2c(c1)OCO2)c1csc(COCCO)n1
40	13%	CCCCCCSc1ccc(-c2nc3ccc(C)cn3c2NCCCC)cc1OC
41	8%	CC1(C(=O)NS(=O)(=O)c2ccc(Cl)cc2)CCN1C(=O)Cc1cc(F)ccc1F (configuration not stated)
42	-21%	CCCNC(=O)C1(C)CCN(C(=O)c2oc3ccccc3c2C)C1 (configuration not stated)
43	-1%	CCCCCCn1cc(CN2CC(N3CCN(Cc4cccc(C)c4)CC3)CS2(=O)=O)nn1 (configuration not stated)
44	17%	Cc1cc(C)cc(-n2c3ccc(NC(=S)NC4CCCCC4)cc3c(=O)n2C)c1
45	19%	CC(=O)c1ccc(OCc2c(-c3ccccc3)nnn2CC(=O)NS(=O)(=O)c2ccccc2C)cc1
46	12%	NC(c1ccccc1)c1csc(Nc2ccc(C(=O)c3ccccc3)cc2)n1 (configuration not stated)
47	1%	CC(=O)Oc1ccccc1Cn1c(C)c(C(=O)NCc2ccccc2C(F)(F)F)sc1=O
48	0%	COc1cc(CN2C[C@@H](CO)O[C@@H](n3cnc4c(N5CCCC5)ncnc43)C2)cc(OC)c1OC
49	5%	COc1ccc(CN2CCC(C)(Oc3ccc4c(c3)OCO4)C2)c2ccccc12 (configuration not stated)
50	-12%	CCOC(=O)C(=O)N(C)c1c(CC)nc2c(OCc3ccccc3OC)cccn12
51	21%	CCc1nc2ccc(C(=O)N3CCN(S(=O)(=O)CC)CC3)cn2c1N(CCC(C)C)CCN(C)C
52	8%	COc1ccc(-c2csc(C(NC(C)=O)c3cccc(F)c3)n2)cn1 (configuration not stated)
53	6%	C(=NNC1=NCCN1)c1ccnc2ccccc12
54	-1%	OC[C@@H]1CN(Cc2ccc3c(c2)OCO3)C[C@H](n2cnc3c(N4CCOCC4)ncnc32)O1
55	10%	O=C1NC[C@@H](CCCCN2C[C@H](Cc3ccc(O)cc3)N(CCc3ccccc3)C(=O)C2=O)N(CC2CCCCC2)C1=O
56	-5%	O=C(c1ccccc1)n1c2ccccc2c(=O)n1-c1ccccc1CCl
57	0%	CC1(C(=O)NS(=O)(=O)c2cccc(C#N)c2)CCN1C(=O)c1ccccc1 (configuration not stated)
58	-15%	CCCCC1Cc2[nH]c(=S)[nH]c(=O)c2C(C(C)C)O1 (configuration not stated)
59	3%	CCOC(=O)C1=NOC2(C1)C(=O)Nc1ccc(OC(F)(F)F)cc12 (configuration not stated)
60	0%	Cc1cc2nc(-c3ccccc3Br)n(/C=C(\c3ccccc3)n3c(=O)[nH]c4ccccc43)c2cc1C
61	0%	Cc1ccc(-c2nc3c(Cl)cc(C(F)(F)F)cn3c2Cc2cccc(F)c2)cc1
62	18%	CC(NC(=O)c1cccc2c1Oc1ccccc1S2)C(=O)O (configuration not stated)
63	8%	CCNC(=O)C1CCCN(C(=O)c2c(-c3ccccc3)noc2C)CC1 (configuration not stated)
64	5%	CC(=O)Nc1cccc(-c2ccnc3c2CC(C(=O)NCc2ccco2)O3)c1 (configuration not stated)
65	-5%	CC(C)C[C@H]1CN(CCCC[C@H]2CNC(=O)C(=O)N2CC2CCCCC2)C(=O)C(=O)N1CC1CCCCC1
66	6%	COc1ccc(C(N)c2csc(Nc3ccc(C(=O)c4ccccc4)cc3)n2)cc1 (configuration not stated)
67	-2%	C#Cc1ccc(NC(=O)C2(C)CCN2C(=O)C2(c3ccccc3)CCCC2)cc1 (configuration not stated)
68	-9%	CCc1nc2c(OCC(=O)C(C)(C)C)cccn2c1N(C)C(=O)CC(C)C
69	0%	COc1cc(NC(=O)C2(C)CCN2C(C)C)cc(OC)c1OC (configuration not stated)
70	15%&13%	Cc1ccc2c(n1)Oc1ccc(C(C)C(=O)OCC(=O)N(C)C)cc1C2 (configuration not stated)
71	-6%	COc1ccc(NC(=O)c2cc(-c3ccc(F)cc3OC)n[nH]2)c(OC)c1
72	4%	Oc1ccc(C[C@H]2CN([C@@H](Cc3ccccc3)CN3CCCC3CN3C(=S)NC[C@@H]3Cc3ccccc3)C(=S)N2CC2CCCCC2)cc1 (some centres not stated)
73	9%	CCCOc1ccc(F)cc1-c1cc(C(=O)Nc2cc(OC)ccc2OC)[nH]n1
74	-5%	CCCCC[C@H](C)N1C[C@H](COCc2ccccc2)Oc2cc(N3CCC[C@H]3COC)ccc2S1(=O)=O
75	14%	CC(C)CC(N)c1csc(NC(=O)Nc2ccccc2Cc2ccccc2)n1 (configuration not stated)

# Carrying on.
No.	GLS inhibitor	SMILES
76	1%	CCOC(=O)[C@]12CCC=C1N(Cc1cccc3ccccc13)C(=O)[C@H](CC(=O)N1CCN(C(=O)c3ccco3)CC1)C2
77	1%	FC(F)(F)c1ccccc1Cc1c(-c2cccc(Br)c2)nc2ccc(Br)cn12
78	17%	CCc1ccc2c(c1)NC(=O)C2(C)Cc1ccccc1Cl (configuration not stated)
79	2%	COC[C@H]1CCCN1[C@@H]1CS(=O)(=O)N[C@H]1COCc1ccccc1
80	5%	O=C(Nc1cccnc1)C1Cc2c(-c3ccccc3Oc3ccccc3)ccnc2O1 (configuration not stated)
81	2%	COc1ccc(C2Nc3cccc(O)c3C(=O)N2Cc2ccccc2)cc1COc1ccc(NC(C)=O)cc1 (configuration not stated)
82	3%	CC1(C(=O)NS(=O)(=O)c2ccccc2Cl)CCN1C(=O)CCC1CCCC1 (configuration not stated)
83	-9%	COc1ccc(NC(=O)C2(C)CCN2C)cc1OC (configuration not stated)
84	1%	CC(C)N1CCC1(C)C(=O)Nc1ccc2cn[nH]c2c1 (configuration not stated)
85	3%	COC(=O)Cn1c2ccccc2c(=O)n1C(C)CBr (configuration not stated)
86	14%	CN(C)C(=O)c1cc2c(c(-c3cccc(C4=CCCCC4)c3)n1)[C@@H](CCO)N(S(=O)C(C)(C)C)C2 (some centres not stated)
87	27%	CN(c1cccc(F)c1)c1cc2c(c3c1ccn3C)C1CCC2C1 (configuration not stated)
88	-2%	CCCCN(C=O)c1c(CC)nc2c(OCC(=O)c3ccc(F)cc3)cccn12
89	0%	CN(C)CCCNC(=O)c1ccc(-c2cc3nc(NCc4cccnc4)n(C)c(=O)c3s2)cc1
90	1%	CN(C)CCNc1ncnc2c1ncn2[C@H]1CN(CCc2ccccc2)C[C@@H](CO)O1
91	-8%	CCCCCCN1CCN(C2CN(Cc3cn(Cc4ccc(F)cc4)nn3)S(=O)(=O)C2)CC1 (configuration not stated)
92	4%	Cc1nc(CN2C(=O)C3(CCC3)ON=C2c2cccc(Cl)c2)cs1
93	-3%	CCc1nc2c(OCc3ccc(C(F)(F)F)cc3)cccn2c1N(C)C(=O)c1ccncc1
94	2%	CC(C)CC(N)c1csc(NC(=O)c2cc(C(C)(C)C)nn2Cc2ccccc2)n1 (configuration not stated)
95	-5%	COc1cccc(-c2cnc(C(O)c3cccc(C)c3C)[nH]2)c1 (configuration not stated)
96	-4%	COCCNc1nc(NCc2ccccc2F)c2sccc2n1
97	1%	CCOC(=O)C1CCCN(C(=O)c2ccccc2OC(F)(F)F)CC1 (configuration not stated)
98	-1%	CC(=O)Nc1cccc(-c2ccnc3c2CC(C(=O)Nc2ccc(F)c(Cl)c2)O3)c1 (configuration not stated)
99	5%	CC1(C(=O)NS(=O)(=O)c2cccc(OC(F)F)c2)CCN1C(=O)CCc1cccs1 (configuration not stated)
100	-18%	O=C(NCCN1CCC(n2c(=O)[nH]c3ccccc32)CC1)c1ccc(C(F)(F)F)cc1C(F)(F)F
101	11%	O=C1c2ccccc2C(c2nnnn2Cc2ccccc2)N1Cc1ccc(F)cc1 (configuration not stated)
102	-6%	CCOC(=O)C1=C[C@@H](C(C)(C)C)N(S(=O)(=O)c2ccc([N+](=O)[O-])cc2)[C@H]1c1ccccc1
103	-11%	CN(C)C(=O)c1cccc(-c2cc(NC=O)c3ncc(-c4ccc(F)cc4)n3c2)c1
104	1%	O=P(O)(O)OC[C@@H](O)CO
105	-2%	CC(C)C[C@H]1COc2cccc(N3CCN(Cc4ccccc4F)CC3)c2S(=O)(=O)N1
106	-4%	CCNC(=O)C1(C)CCN(C(=O)c2ccc3c(c2)CCO3)C1 (configuration not stated)
